Screening results (PubChem BioAssay)
Epigenetic reg – regulators of epigenetic silencing causing reporter derepression in mouse cells; murine LDR cells, GFP reporter derepression, 30 h; Potency, µM (top dose mostly 53.9 µM), inactives show at the top dose GFP activation, usual class: activators; 280,000 compounds, 0.2% hits; AID 1865; active means well fitted activation curve with a large enough effect; inconclusive means small, poorly fitted or top-dose-only effect; further: % of control where 0% means no effect; nearly all actives have a fitted effect of over 60% in size
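Reporter derepression read as number of fluorescent GFP-positive objects, 20-120 um in size, counted by laser-scanning cytometer. Mouse LDR line with an epigenetically silenced CMV-GFP locus; compound incubation 30 h, 37 C.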
An asterisk follows results filed as active; u = inconclusive. Potency means the concentration at half of the fitted maximal effect. The list is partial, so the mix of outcomes need not match the whole.

Epigenetic reg	compound
-1.1%	Cc1cccc(NC(=O)CS(=O)(=O)c2nc(-c3ccccc3)cn2-c2cccc(Cl)c2)c1C
-1.1%	Cc1ccc(NC(=O)/C(C#N)=C/c2ccc(-c3ccc(Cl)c(C(=O)O)c3)o2)cc1C
3.8%	COC(=O)c1cc2oc3ccccc3c2n1Cc1nc(-c2ccccc2C)oc1C
0.0%	O=c1c(S(=O)(=O)c2ccccc2)cn(Cc2cccc(F)c2)c2cc(N3CCOCC3)c(F)cc12
1.2%	COc1ccc2[nH]cc(CCNC(=O)Nc3cc(C)cc(C)c3)c2c1
4.4%	COc1ccc(-n2c3c(cc(-c4nc(-c5ccc(C)cc5)cs4)c2=O)C(=O)CC(C)(C)C3)cc1
-0.9%	COc1ccc(S(=O)(=O)NCC(c2ccc(N(C)C)cc2)N2CCCC2)cc1F (centres undefined)
1.0%	Cc1ccccc1NC(=O)Cn1c(=O)n(CCc2ccccc2)c(=O)c2sc3ccccc3c21
0.3%	COCCn1c(=O)[nH]c2cc(C(=O)Nc3cccc(C(C)=O)c3)ccc2c1=O
-1.0%	CCc1cccc(C)c1NC(=O)CCCN1C(=O)C(c2ccccc2)Oc2cccnc21 (centres undefined)
-2.6%	Cc1ccccc1C(=O)Nc1ccccc1C(=O)OCc1cc(=O)n2nc(C3CC3)sc2n1
-1.2%	CCC(CC)C(=O)Nc1ccc(OCc2cc(=O)n3ccsc3n2)cc1
-3.1%	COc1ccc(-n2nnnc2C2CCN(S(=O)(=O)c3ccc(C(C)(C)C)cc3)CC2)cc1
5.4%	CCCn1ccc2c(OCC(=O)Nc3ccccc3C(=O)OCC)cccc2c1=O
-1.3%	Cc1ccc(C)c(N2CCN(C3=C(c4ccccc4)C(=O)c4ccccc43)CC2)c1
0.4%	Cc1ccc(Cl)cc1NC(=O)c1ccc(-c2nc(CSc3ccccc3)c(C)o2)cc1
-0.3%	CCOc1ccc(NC(=O)CC2C(=O)N(c3cccc(C)c3)C(=O)N2Cc2ccco2)cc1 (centres undefined)
0.8%	CC(=O)N1CCCc2cc(S(=O)(=O)N3CCCC(C(=O)N4CCN(c5ccccc5)CC4)C3)ccc21 (centres undefined)
0.8%	CCCOc1ccc(C(=O)Nc2cccc(NC(=O)c3cccc(Cl)c3)c2)cc1
-2.1%	CCOC(=O)C1CCN(S(=O)(=O)c2cc(-c3cc(C)no3)ccc2C)CC1

Additional compounds:
Epigenetic reg	compound
-1.3%	COc1ccc(-c2nnc(SCC(=O)NCc3ccccc3)nc2-c2ccc(OC)c(OC)c2)cc1OC
5.6%	CCOC(=O)c1c(-c2ccccc2)csc1NC(=O)c1nc(SCC)ncc1Cl
1.0%	Cc1ccc(C(CC(=O)NCC2(c3ccccc3)CCCC2)c2ccccc2)c(O)c1 (centres undefined)
0.0%	COc1ccccc1C(=O)Nc1ccc(C(=O)OCc2cc(=O)n3nc(C)sc3n2)cc1
14%	COc1cccc(-c2nc3c(c(SCc4ccccc4Cl)n2)Cc2c(CO)cnc(C)c2O3)c1
5.2%	CC(=O)c1ccc(N2CCN(c3ccc4cc(S(=O)(=O)N5CCCCC5)ccc4n3)CC2)cc1
3.9%	Cc1cccc(NC(=O)c2ccc(CNS(=O)(=O)c3ccc4c(c3)C(C)(C)C(=O)N4C)cc2)c1
2.2%	Cc1cccc(C(=O)Nc2sc3c(c2C(=O)O)CCCC3)c1
-1.9%	CCc1cc(=O)oc2c(C)c3c(cc12)CN(CCc1ccccc1)CO3
0.8%	COc1ccc(OC)c(NC(=O)c2cc(CN3CCCC3)on2)c1
-0.2%	O=c1c2ccccc2n2c(-c3ccc(Cl)cc3)nnc2n1CCc1ccccc1
-0.5%	CN(C(=O)CSc1nc2ccccc2n1CC(=O)N(C)c1ccc(F)cc1)c1ccccc1
-1.9%	Cc1cccc(-c2noc(CN(C3CCCCC3)S(=O)(=O)c3ccc(F)cc3)n2)c1
1.1%	Cc1ccc(NC(=O)Cn2c(=O)oc3ccccc32)cc1Cl
-1.6%	CCc1ccccc1NC(=O)N1CCc2cc(OC)c(OC)cc2C1CC(=O)OC (centres undefined)
-2.5%	COc1ccccc1Cc1nc2ccccc2nc1SCC(=O)Nc1cc(Cl)ccc1OC
-1.8%	COCCNC(=O)CCCn1c(=O)[nH]c2ccsc2c1=O
1.8%	Cc1cc(-c2nc3ncccc3o2)ccc1NC(=O)COc1ccc(C(C)(C)C)cc1
1.6%	Cc1ccccc1OCC(=O)Nc1ccc2nc(SCC(=O)N(C)c3ccccc3)sc2c1
-1.3%	CCOc1ccccc1Nc1sc(C(=O)c2ccc(Cl)cc2)c(N)c1S(=O)(=O)c1ccccc1

Continued.
Epigenetic reg	compound
-1.8%	COc1cccc(-c2nnc(SCC(=O)N3CCC(C)CC3)o2)c1
-0.3%	Cc1nc2cccnc2n1C1CCN(C(=O)Nc2ccccc2)CC1
0.4%	CCCCNc1cc(NC2CCCCC2)c2c3c(onc13)-c1ccccc1C2=O
-1.3%	CCCc1cc(=O)oc2c3c(ccc12)OCN(Cc1ccccc1OC)C3
-5.3%	NC(=O)c1cc(S(=O)(=O)NCc2ccc(Br)cc2)cs1
-3.8%	CCN(C(=O)CSc1nc(-c2ccc(C(C)C)cc2)no1)c1cccc(C)c1
-2.0%	CCOC(=O)c1c(C)[nH]c(CCC(=O)Nc2ccccc2C(=O)OC)c1C
1.4%	Cc1ccc(OCC(=O)OCc2cc(=O)n3nc(C4CC4)sc3n2)cc1
u	COc1ccc(-c2cc(C)no2)cc1S(=O)(=O)N1CCOc2ccc(Cl)cc21
-4.3%	Cc1nn(C)c(C)c1CCNC(=O)Nc1cccc(Cl)c1C
-1.1%	CC(=O)Nc1ccc(-c2nnc(SCC(=O)c3ccc([N+](=O)[O-])cc3)o2)cc1
-1.2%	Cc1ccc(CSc2nc3cccnc3n2Cc2nc(-c3ccccc3F)oc2C)cc1
0.0%	CCOc1c(Cl)cc(Cl)cc1CNCCSc1nnnn1C
4.5%	CC(C)c1ccc(NC(=O)Cn2cc(S(=O)(=O)Cc3ccccc3Cl)c3ccccc32)cc1
-4.0%	Cc1cc(F)ccc1NC(=O)C1CCCN(c2nnc(-n3c(C)ccc3C)s2)C1 (centres undefined)
-3.6%	CC(=O)OCc1cnc(C)c2oc(=O)c(C(=O)Nc3ccc(C)cc3Cl)cc12
0.8%	CC(=O)N1CCCc2cc(S(=O)(=O)N(C)CC(=O)Nc3ccc(F)c(Cl)c3)ccc21
8.0%	CCOc1ccc2oc(=O)cc(CN3CCN(C(=O)c4cccc(Cl)c4)CC3)c2c1
-1.8%	Cc1ccc(-c2csc(-c3nc(-c4ccc(Br)s4)cs3)n2)cc1
11%	COc1ccc(S(=O)(=O)N2Cc3ccccc3CC2C(=O)Nc2ccc(C)cc2C)cc1OC (centres undefined)

(listing goes on)
Epigenetic reg	compound
-5.4%	Cc1ccc(NC(=O)Cn2cc3c(n2)CCCC3)cc1Cl
0.4%	CCc1ccc(C2CC(=O)Nc3cc4c(cc32)OCO4)cc1 (centres undefined)
3.2%	COc1ccc(-n2cc(-c3ccc4c(c3)OCO4)n(CC(=O)Nc3cccc(C)c3C)c2=O)c(OC)c1
-1.2%	Cc1ccc(C)c(NC(=O)Cn2ncc3c([nH]c4ccccc43)c2=O)c1
0.0%	CCOC(=O)c1ccccc1NC(=O)NC(C)c1c(-n2cccc2)sc(C)c1C (centres undefined)
-0.3%	CCOc1ccc(CCNC(=O)CS(=O)(=O)Cc2nc(-c3ccc(OC)cc3)oc2C)cc1
-1.9%	COc1ccc(-c2noc(CNC(=O)c3ccco3)n2)cc1
-2.4%	CC(C)CNC(=O)N1[C@H](c2cccs2)[C@@H](C)C(=O)[C@@H](C)[C@@H]1c1cccs1
0.0%	CCOc1ccc(NC(=O)Cn2c(=O)n(CC(=O)NCCc3ccccc3)c(=O)c3sccc32)cc1
u	CC(=O)Nc1cccc(-c2nnc(SCC(=O)c3cc([N+](=O)[O-])ccc3Br)o2)c1
0.7%	CC(C)Cc1nn2c(=O)cc(COC(=O)c3ccc(NC(=O)C4CCCCC4)cc3)nc2s1
-0.2%	CCOCCCNC(=O)C(c1ccc(OC)cc1)N(Cc1ccc2c(c1)OCO2)C(=O)c1ccc(NC(C)=O)cc1 (centres undefined)
-1.9%	Cc1ccc2occ(CC(=O)N(Cc3ccc(Cl)cc3)Cc3ccco3)c2c1
0.0%	CCOc1ccc(CNC(=O)CCc2c(C)nn(-c3ccc(N4CCOCC4)nn3)c2C)cc1
0.0%	COc1cc(NC(=O)C2CCN(C(=O)c3sc4nc[nH]c(=O)c4c3C)CC2)cc(OC)c1OC
-0.4%	COc1ccc(-c2nc3sc(CCNC(=O)Cc4ccc(F)cc4)c(C)n3n2)cc1
-0.7%	Cc1ccc(-n2nc(C(=O)N3CCN(c4cc(Cl)ccc4C)CC3)c3c4ccccc4n(C)c3c2=O)cc1
5.1%	CCc1ccccc1NC(=O)N1CCc2c([nH]c3ccccc23)C1c1ccc(C)cc1 (centres undefined)
1.3%	COc1cccc(C(=O)Nc2ccc(C(=O)OCc3cc(=O)n4cc(C)sc4n3)cc2)c1
8.4%	Cc1cc(C)c(NC(=O)Nc2ccc3snnc3c2)c(C)c1

(continued)
Epigenetic reg	compound
-1.7%	O=C(CSC1=Nc2ccccc2N=C(c2ccc(F)cc2)C1)NCc1ccccc1
-1.9%	CCn1c(SCc2ccccc2Cl)nc(=O)c2c(C(=O)OC)cc(C3CC3)nc21
0.0%	CCc1nn(CC(=O)NC2CC2)c(=O)c2cc3ccccc3n12
-1.8%	N#Cc1ccccc1Cn1c(=O)n(CCCC(=O)NCc2ccc3c(c2)OCO3)c(=O)c2sccc21
1.4%	Cc1ccc2c(c1)cc1c(=O)n(CC(=O)NCc3ccco3)nc(C)n12
4.1%	CCOc1ccc(CCNC(=O)Cn2nnc(-c3ccc(OC)c(OC)c3)n2)cc1OCC
-1.2%	O=C(NC1CCCCC1)c1ccc(Cn2c(SCc3ccc(F)cc3)nc3cccnc32)cc1
0.0%	COc1cc(NC(=O)CNS(=O)(=O)c2cccs2)cc(OC)c1OC
4.0%	Cc1c(Cl)cccc1-c1ccc(C(=O)Nc2ccc(F)cc2)o1
5.4%	O=C(NCc1cccc(F)c1)c1ccc2nc(N3CCCCC3)sc2c1
0.0%	COc1cc(OC)c(NC(=O)c2nc(-c3ccncc3)no2)cc1Cl
-2.8%	Cc1c(CCNC(=O)c2ccco2)sc2nc(-c3ccc(F)cc3)nn12
-2.1%	COCCCNC(=O)c1ccc2c(c1)nc1n2CCCCC1
0.0%	CCOc1ccccc1C(=O)N(Cc1sccc1C)C1CCS(=O)(=O)C1 (centres undefined)
-1.1%	Cc1nc2cc(-c3cccc(F)c3)nn2c(C)c1CCC(=O)NC(C)c1ccccc1 (centres undefined)
-1.7%	COc1ccc(Cl)cc1NS(=O)(=O)c1ccc2c(c1)NC(=O)CC(=O)N2
-3.2%	Cc1ccc(C(=O)c2oc3ccccc3c2NC(=O)c2cc(-c3ccc(Cl)cc3)on2)cc1
-4.4%	CCS(=O)(=O)c1nc(S(=O)(=O)c2ccc(C)cc2)c(NCCCOC)s1
-1.1%	CCn1c(=O)c2cc(C(=O)N(C)c3cc(C)ccc3C)sc2c2ccccc21
3.7%	COc1ccc(-n2nnc(-c3nc(-c4ccccc4C)no3)c2N)cc1Cl

The results go on.
Epigenetic reg	compound
4.6%	COc1ccc(-c2ccc(CCC(=O)O)n2-c2ccc(Cl)cc2C)cc1
-3.2%	Cc1ccc(C(=O)NCC(c2cccs2)S(=O)(=O)c2cccs2)cc1 (centres undefined)
8.6%	O=c1[nH]c2ccc(NCc3ccc(-c4ccc(Cl)cc4)o3)cc2[nH]1
-0.7%	CCCN(CCC)CCCNC(=O)c1cc2c(=O)n(C)c3ccccc3c2s1
-0.2%	COc1cccc(N2CCN(C(=O)CCS(=O)(=O)c3ccc4c(c3)oc(=O)n4C)CC2)c1
0.0%	COc1ccc(C2NC(=O)NC(C)=C2C(=O)Nc2ccccc2)cc1OC (centres undefined)
0.0%	COc1cc2nc(NCCC(C)C)n3nc(-c4ccccc4)nc3c2cc1OC
0.0%	CSc1ncc(Cl)c(C(=O)Nc2ccc(S(=O)(=O)N3CCC(C)CC3)cc2)n1
0.8%	Cc1cccc(S(=O)(=O)c2cn(C)c3cc(N4CCC(C)CC4)c(F)cc3c2=O)c1
-2.2%	O=C(CCS(=O)(=O)c1cc2c3c(c1)CCN3C(=O)CC2)NCc1ccc(F)cc1
-4.4%	CCOc1ccc(NC(=O)C(CC)n2c(=O)c(-c3ccccc3NC(C)=O)nc3ccccc32)cc1 (centres undefined)

In the list so far, ten have a furan ring, fused or not.
Epigenetic reg	compound
-1.1%	Cc1ccc(NC(=O)/C(C#N)=C/c2ccc(-c3ccc(Cl)c(C(=O)O)c3)o2)cc1C
3.8%	COC(=O)c1cc2oc3ccccc3c2n1Cc1nc(-c2ccccc2C)oc1C
-0.3%	CCOc1ccc(NC(=O)CC2C(=O)N(c3cccc(C)c3)C(=O)N2Cc2ccco2)cc1 (centres undefined)
-1.9%	COc1ccc(-c2noc(CNC(=O)c3ccco3)n2)cc1
-1.9%	Cc1ccc2occ(CC(=O)N(Cc3ccc(Cl)cc3)Cc3ccco3)c2c1
1.4%	Cc1ccc2c(c1)cc1c(=O)n(CC(=O)NCc3ccco3)nc(C)n12
4.0%	Cc1c(Cl)cccc1-c1ccc(C(=O)Nc2ccc(F)cc2)o1
-2.8%	Cc1c(CCNC(=O)c2ccco2)sc2nc(-c3ccc(F)cc3)nn12
-3.2%	Cc1ccc(C(=O)c2oc3ccccc3c2NC(=O)c2cc(-c3ccc(Cl)cc3)on2)cc1
8.6%	O=c1[nH]c2ccc(NCc3ccc(-c4ccc(Cl)cc4)o3)cc2[nH]1
